# TSHR antagonist: blocks TSH signaling through the human TSH receptor | P16473 | TSHR-expressing cells, TSH-stimulated cAMP HTRF, 2 h; stronger effect = lower value | activity change, negative = inhibition, % at 11.5 µM | actives 0.2% (n = 330,000) | AID 504810;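 active means activity change below a set negative limit, meaning inhibition stronger than a set level, cut at about -70% in these data; inconclusive means activity change between two set negative limits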; further: on the % scale 0 is the no-effect control and ±100 the full control effect
#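 Freshly harvested TSHR cells receive pin-tooled compound, then EC80 TSH at 4nM final. After 2 hours at 37 deg C, antibody in lysis buffer and cAMP-d2 are added; 30 minutes at ambient temperature precede the HTRF read.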
# FBPA coupling cs: coupling enzyme interference in Giardia aldolase counter-screen; coupling enzyme system counterscreen, AmpLite Red fluorescence; activity change, negative = inhibition, % at 58.2 µM, hits read low; actives 0.67% (n = 290,000); AID 2472; in the data active means activity change below about -30%; further: on the % scale 0 is the no-effect control and ±100 the full control effect
#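 Counterscreen of the coupled detection system alone, without aldolase: glyceraldehyde-3-phosphate coupling enzymes plus AmpLite Red readout. Compounds at 57.5 uM final, 10 min RT preincubation, 20 min RT reaction, fluorescence 525/598 nm.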
# TCR activator: activates T cell receptor signaling; primary human leukocytes, anti-CD3, IL-2 HTRF, 48 h; Potency, µM (highest dose often 9.22 µM), without a hit: at the highest dose activation of IL-2 secretion, actives largely listed as activators; 330,000 tested, under 10 active; further: % of control where 0% means no effect
#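 Human primary leukocytes + a-CD3 beads + cpd, 48 hr; IL-2 in supernatant by HTRF (ex 320nm / em 665nm). No co-stimulatory signal supplied.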
# Chronic BCR inh: chronic active BCR signaling inhibition; ABC-DLBCL IkBa-CBG/CBR reporter, luminescence ratio, 4 h; Potency, µM (highest dose often 46.1 µM), without a hit: top-dose ratio change, negative = lower green/red ratio, usual class: inhibitors; actives 0.05% (n = 340,000); AID 493014; active means well fitted inhibition curve with a large enough effect in the signal ratio, with a control signal flat, not every such curve was filed as active; inconclusive means small, poorly fitted or top-dose-only effect, or effect the other way, or a change in a side signal; the % refers to the signal ratio;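 further: potency means the concentration at half of the fitted maximal effect; plate controls were basal doxycycline-induced cells for no effect and cells given 10 µM MG132 for full effect; MG132 reads +100%, hits lower the ratio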
#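 TMD8 ABC-DLBCL cells carrying doxycycline-inducible green luciferase fused to IkappaBalpha plus unfused red luciferase were exposed to compounds (up to 46 uM) for 4 hrs at 37C. Activity came from the overlap-corrected green/red luminescence ratio.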
# Tb PFK inh: blocks T. brucei phosphofructokinase; T. brucei PFK, ADP-Glo luminescence; Potency, µM (series often up to 57.5 µM), for inactives: at the top dose activity, negative = inhibition, actives largely listed as inhibitors; AID 485367; O15648; actives 0.17% (n = 330,000);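 further: potency means the concentration at half of the fitted maximal effect; 0% = uninhibited 1x PFK enzyme wells and -100% = no-enzyme wells; nearly all actives have a fitted effect of over 60% in size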
# Target sequence (O15648 whole entry, looked up): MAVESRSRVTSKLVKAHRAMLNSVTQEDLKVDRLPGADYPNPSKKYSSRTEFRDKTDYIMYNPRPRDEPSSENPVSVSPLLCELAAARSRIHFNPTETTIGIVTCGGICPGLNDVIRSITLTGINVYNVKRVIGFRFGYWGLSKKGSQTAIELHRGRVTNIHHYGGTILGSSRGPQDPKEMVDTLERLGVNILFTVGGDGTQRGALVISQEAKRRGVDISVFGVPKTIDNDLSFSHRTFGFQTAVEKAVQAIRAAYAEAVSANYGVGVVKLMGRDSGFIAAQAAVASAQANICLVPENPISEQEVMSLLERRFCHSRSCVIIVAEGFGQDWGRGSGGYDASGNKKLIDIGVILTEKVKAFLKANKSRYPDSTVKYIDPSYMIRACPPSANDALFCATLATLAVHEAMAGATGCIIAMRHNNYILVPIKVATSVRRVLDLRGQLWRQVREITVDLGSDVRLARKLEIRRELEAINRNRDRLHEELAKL
#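 Activity is normalized to no-enzyme wells (full inhibition) and 1.25 nM enzyme wells (no inhibition). Reaction: 0.5 mM F6P, 0.1 mM ATP, 45 min RT, ADP-Glo luminescence; concentration-response curves fitted and classed by quality.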
# A-T KAP1 phos: potential ataxia-telangiectasia treatments restoring KAP-1 phosphorylation; […] A-T fibroblasts, KAP-1 phosphorylation AlphaLISA; neocarzinostatin DNA damage 30 min before lysis; Potency, µM (titrated, usually from 57.5 µM), for the others: top-dose activation, actives largely listed as activators; actives 0.19% (n = 320,000); AID 485349; further: potency means the concentration at half of the fitted maximal effect; % of control where 0% means no effect; nearly all actives have a fitted effect of over 45% in size
#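 ATM-like activity read as KAP-1 phosphorylation via AlphaLISA donor/acceptor antibody pairs after lysis and 6 hr at 25C. Cells were ATM-null patient fibroblasts ([…], hTERT), dosed 60 min, then exposed to the DSB inducer NCS for 30 min.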
# Giardia kill: kills Giardia lamblia | Giardia lamblia trophozoite viability | actives 0.15% (n = 340,000) | activity change, % at 7.66 µM, hits read low; in the data active means activity change below about -80%; inconclusive means between about -30% and that limit;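 further: parasites exposed to compound for two days anaerobically before the ATP read; on the % scale 0 is the no-effect control and ±100 the full control effect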
#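 Giardia trophozoites, 100 cells per well, were exposed to compounds for 48 hrs at 37 deg C under anaerobic conditions; viability was then read as ATP content by bioluminescence after 15-30 min at room temperature.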
# hERG WT inh: blocks the wildtype human KCNH2 potassium channel | Q12809 | U2OS, BacMam KCNH2, thallium flux FluxOr; stronger effect = lower value | AID 720551 | actives 0.37% (n = 340,000) | activity change, % at 1.84 µM;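 active means maximum activity change below -70%; inconclusive means maximum activity change between -70% and -50%; inactive means maximum activity change above -50%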; further: on the % scale 0 is the no-effect control and ±100 the full control effect
#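 U2OS cells transduced with wild-type KCNH2 virus are loaded with FluxOr dye for 45 min, and thallium flux is measured in kinetic reads before and after stimulation buffer. Rate constants are normalized to DMSO controls.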
# CXXC DNA block: inhibitors of human MLL CXXC domain-DNA interaction | actives 0.037% (n = 290,000) | Q03164 | MLL-CXXC / FITC-HOXA9 DNA fluorescence polarization | Potency, µM (top dose mostly 115 µM), inactives show top-dose activity change, negative = inhibition, hits mostly inhibitors | AID 2662; active means well fitted inhibition curve with a large enough effect in the polarisation, with a control signal flat, not every such curve was filed as active; inconclusive means small, poorly fitted or top-dose-only effect, or effect the other way, or a change in a side signal; inactive means no such curve, though single readings can be large or run the other way; the % refers to the polarisation; further: potency means the concentration at half of the fitted maximal effect
#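 Purified MLL-CXXC (added from a 7 uM solution) was preincubated 5 min at ambient with pinned compounds in 50 mM Tris-HCl pH 7.5, 50 mM NaCl, 1 mM DTT, 0.05% BSA. Fluorescein-labeled HOX-A9 DNA (50 nM solution) followed, 30 min, then polarization read.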
# GALK inhibitor: blocks human galactokinase activity; P51570; Purified GALK, Kinase-Glo residual ATP luminescence; Potency, µM (titrated, usually from 57.5 µM), inactives show top-dose activity change, negative = inhibition, usual class: inhibitors; actives 0.007% (n = 270,000); AID 1868; further: potency means the concentration at half of the fitted maximal effect; on the % scale 0 is the no-effect control and ±100 the full control effect
# Target sequence (P51570 whole entry, looked up): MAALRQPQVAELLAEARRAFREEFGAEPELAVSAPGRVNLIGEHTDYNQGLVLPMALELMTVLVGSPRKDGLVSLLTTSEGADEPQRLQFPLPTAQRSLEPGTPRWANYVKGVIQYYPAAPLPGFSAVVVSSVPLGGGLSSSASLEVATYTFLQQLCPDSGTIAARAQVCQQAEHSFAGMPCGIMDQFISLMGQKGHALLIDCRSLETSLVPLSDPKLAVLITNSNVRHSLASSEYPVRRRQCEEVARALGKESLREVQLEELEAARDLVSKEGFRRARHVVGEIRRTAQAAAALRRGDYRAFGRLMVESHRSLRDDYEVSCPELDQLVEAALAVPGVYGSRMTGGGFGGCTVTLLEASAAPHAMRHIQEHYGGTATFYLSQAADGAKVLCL
#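 Luminescence from leftover ATP (Ultra-Glo luciferase/luciferin) served as read-out after a 1 h room-temperature reaction of 5 nM GALK with 35 uM ATP and 100 uM galactose.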
# An asterisk follows results filed as active; u = inconclusive; x = no result given; [ ] = dose if it differs, or a comment. Unless noted, the call rests on the fitted dose curve; in most records, active means well fitted curve in the direction sought with a large enough effect; inconclusive means small, poorly fitted or top-dose-only effect, or another doubt; inactive means no such curve, though single readings can be large; an effect the other way counts as inactive or inconclusive.
SMILES,TSHR antagonist,FBPA coupling cs,TCR activator,Chronic BCR inh,Tb PFK inh,A-T KAP1 phos,Giardia kill,hERG WT inh,CXXC DNA block,GALK inhibitor
O=C(NC(c1ccccc1)c1cc(Cl)c2cccnc2c1O)c1cccnc1 (stereo not given),-1,-2,-4%[46.1 µM],-9%,7%,-7%,x,x,-21%,1%
O=C(O)c1ccc(Nc2nc(-c3cc4ccccc4oc3=O)cs2)cc1O,-20,4,-7%,u,-2%,-2%,-7,4,-5%,-1%
CCCCCn1c(CN2CCN(Cc3ccccc3)CC2)nc2c1c(=O)[nH]c(=O)n2C,-4,-3,-8%,0%,4%,3%,3,-30,-2%,-2%
COC(=O)CNC(=O)COC(=O)/C=C/c1ccc2ccccc2n1,-3,1,2%,u,4%,-9%,6,4,-13%,7%
Cc1cc(C)n2nc(CC(=O)NNC(=O)c3ccc(N(C)C)cc3)nc2n1,18,x,-6%,-8%,-19%,-12%,u,6,10%,2%
COc1cc2sc(-c3ccc(S(C)(=O)=O)cc3)c(C(=O)NCc3ccc(C)o3)c2cc1OC,-16,x,2%,-7%,-12%,8%,8,x,x,x
COc1ccc(Br)cc1/C=N/NC(=O)c1ccc(COc2ccc3c(c2)CCC3)o1,-1,-1,-1%,14%,-1%,0%,13,1,30%,0%
O=C(CNS(=O)(=O)c1ccc(Br)cc1)OCc1cc(=O)n2cc(Br)ccc2n1,-6,1,-5%[46.1 µM],-3%,-30%,-4%,x,x,-4%,4%
CCNc1nc(NCC)nc(SCCOC(=O)Nc2ccccc2)n1,2,0,-4%[46.1 µM],u,3%,-1%,9,-2,-2%,-4%
COc1ccc(CCNC(=O)CS(=O)(=O)Cc2nc(-c3ccc(C)cc3)oc2C)cc1OC,6,0,-4%,-18%,0%,-1%,3,9,-3%,12%
C=CCN(C(=O)c1cccc(C(F)(F)F)c1)C1(C(=O)Nc2ccccc2)CCN(C(C)C)CC1,-3,4,-7%,5%,-8%,0%,19,5,-4%,0%
COc1ccc(-n2c(SCC(=O)Nc3ccc(C(N)=O)cc3)nc3c([nH]c4ccccc43)c2=O)cc1OC,26,1,-2%,u,3%,-3%,-8,-5,0%,-7%
Fc1ccc(-n2c(-c3ccco3)nc3nc4ccccc4nc32)cc1,-10,3,6%,0%,2%,3%,6,-10,-1%,2%
COc1ccc(NC(=O)CCS(=O)(=O)c2ccccc2Cl)cc1S(=O)(=O)Nc1ccc(Cl)cc1,-23,-2,4%,u,3%,0%,2,-4,-2%,-3%
Cc1ccc(-n2c(=S)sc3c(=O)n(-c4ccc(F)cc4)c(SCC(=O)O)nc32)cc1C,-2,-2,1%,6%,-2%,0%,-1,2,-7%,x
CC(=O)Nc1ccc2nc(-c3cccn3C)[nH]c2c1,-6,0,-5%,u,4%,-3%,-21,-2,4%,0%
CCCC(=O)Nc1ncnc2c1ncn2[C@@H]1O[C@@H]2OP(=O)(O)OC[C@H]2[C@H]1OC(=O)CCC,173,x,-4%,-8%,0%,6%,4,6,x,x
COc1cc(OC)cc(OC(=O)C2CCN(C3=NS(=O)(=O)c4ccccc43)CC2)c1,1,x,4%,-3%,0%,-23%,10,-13,x,x
C[C@@H](NC(=O)c1ncn(Cc2ccccc2)c1C(=O)N[C@H](C)c1ccccc1)c1ccccc1,-6,x,-6%,4%,13%,2%,10,-11,x,x
O=C(CSCc1ccc(Cl)cc1)NCc1ccc2c(c1)OCO2,x,1,-4%,x,x,x,7,-10,-3%,-5%
Cc1ccc(C(=O)COC(=O)c2cccc(O)c2)s1,9,x,-1%,u,-1%,-3%,-23,-7,x,x
Cc1cccc(N2CCN(S(=O)(=O)c3cnc[nH]3)CC2)c1C,4,-2,7%,u,-2%,4%,19,-13,-3%,0%
CCN1C(=O)C(CC(=O)Nc2ccc(OC)cc2)N(Cc2ccco2)C1=S (stereo not given),32,-1,-12%[46.1 µM],u,-3%,0%,-15,-21,u,-1%
CC(=O)OCC1(C)CN(c2ccccc2)N(C(=O)c2ccc(C(C)(C)C)cc2)C1=O (stereo not given),0,0,7%,-20%,12%,5%,-8,x,2%,0%
Cc1cc(-c2nnc(CCC(=O)NCc3cccc(C(F)(F)F)c3)o2)no1,10,x,5%,3%,0%,-7%,23,2,7%,3%
C#CCOCCOCCOCCNc1nc(N2CCN(C(=O)[C@H]([C@@H](C)CC)n3cc(CCCN=C(N)N)nn3)CC2)nc(N2CCN(C(=O)[C@H](CCCCN)n3cc(CC(C)O)nn3)CC2)n1 (stereo not given in full),-1,x,10%,-1%,-8%,11%,18,4,x,x
COc1ccc(C(=O)Nc2ccccc2C(=O)N2CCCCCC2)cc1OC,12,-1,-26%,2%,2%,9%,7,-6,0%,5%
COc1cccc(NC(=O)Nc2cc(C(=O)NCC3CCCO3)ccc2N2CC3CC(C2)c2cccc(=O)n2C3)c1 (stereo not given),21,x,-1%,-11%,-3%,-4%,-16,-1,11%,-4%
OC1(c2cccs2)CN(c2ccccc2)C2=[N+]1CCCC2 (stereo not given),26,4,-2%,1%,-3%,2%,-18,15,11%,1%
COCCN(CCOC)C(=O)COC(=O)c1cc([N+](=O)[O-])ccc1Cl,7,-3,4%,-1%,2%,18%,0,-2,-20%,-2%
Cc1ccc(CNc2ccc3c(c2)nc(C)n3C)cc1,11,0,16%,8%,u,10%,-7,-3,12%,-6%
CCOC(=O)c1cnc(SCc2nc(N)nc(Nc3ccc(OC)cc3)n2)nc1N,4,-1,1%,u,-1%,x,3,-1,8%,3%
Cc1ccc(C(=O)CCC(=O)NN2C(=O)NC3(CCCCC3)C2=O)cc1,3,x,0%,-3%,-2%,3%,0,3,x,x
CC(C)CNC(=O)CN(c1cccc(Cl)c1)S(C)(=O)=O,2,-1,3%,8%,-2%,6%,-4,-17,-1%,3%
O=C(CN1CCCC1c1cccs1)N1CCN(S(=O)(=O)c2ccccc2)CC1 (stereo not given),11,x,-7%,-1%,0%,-2%,-8,-4,x,x
Cc1[nH]c(=O)[nH]c(=O)c1CSCC(=O)OCC(=O)Nc1ccccn1,7,-1,8%,3%,-4%,-2%,7,-3,6%,-2%
CCOc1ccc(CNC(=O)c2cccc(NC(=O)C3=C(C)OCCS3)c2)cc1,20,x,8%,6%,2%,1%,-14,34,-9%,-3%
O=C(NC1=NCCS1)C1CCN(S(=O)(=O)c2cc([N+](=O)[O-])ccc2Cl)CC1,11,x,7%[46.1 µM],u,-8%,-7%,-13,4,x,x
O=S(=O)(c1ccccc1)N(CC(O)CN1CCCCC1)c1ccccc1 (stereo not given),24,6,2%,-6%,1%,-1%,10,40,6%,1%
O=C(Nc1nnc(C2CC2)s1)c1cc(S(=O)(=O)N2CCN(c3ccccc3)CC2)ccc1Cl,-21,x,1%,-1%,0%,-3%,3,-6,1%,2%
O=C(Nc1ccc2c(c1)OCO2)C(c1ccc(Cl)cc1)N1CCN(C(=O)c2ccco2)CC1 (stereo not given),13,0,4%,-3%,2%,3%,-14,31,2%,1%
CC(C)NC(=O)CSc1ccccc1C(=O)N1CCN(S(=O)(=O)/C=C/c2ccccc2)CC1,4,x,0%,u,1%,7%,-6,-6,x,x
O=C(Cc1cccs1)N(CC1CCCO1)C1(C(=O)NC2CCCCC2)CCCCC1 (stereo not given),19,0,13%,4%,3%,-6%,-2,-31,-2%,9%
CCCCSC1=C(C#N)C(c2ccccc2C)CC(=O)N1 (stereo not given),-7,3,1%,11%,-1%,8%,-2,-311*,-4%,2%
CCC(C)(C(=O)NC1CCCCC1)N(C(=O)c1cnccn1)c1c(C)n(C)n(-c2ccccc2)c1=O (stereo not given),0,3,-4%,2%,1%,-1%,-9,10,u,3%
COc1cc(/C=C(\C#N)C(=O)Nc2cccnc2)ccc1OC(C)C,-6,-2,1%[46.1 µM],-1%,0%,2%,-7,5,-28%,1%
Cc1cc(NC(=O)CN2CCCC(C)C2)no1 (stereo not given),24,-2,-3%,u,-5%,-4%,16,-10,-4%,2%
CCSC1=NC(C)(C)C=C(/C=C/c2ccc(Cl)cc2Cl)N1,34,-19,10%,u,-4%,x,3,2,-5%,0%
COc1ccc(N2CSC3=C(C#N)C(c4cc(OC)ccc4OC)CC(=O)N3C2)c(OC)c1 (stereo not given),-1,-46*,-3%,-11%,-4%,15%,7,1,-2%,1%
Cc1ccccc1Nc1nc(N)nc(CN2CCN(Cc3ccc4c(c3)OCO4)CC2)n1,0,1,x,-24%,-7%,2%,-3,50,1%,5%
N#Cc1ccccc1NC(=O)COC(=O)CCc1ccc(S(=O)(=O)N2CCCCC2)cc1,32,-5,4%[46.1 µM],-16%,1%,3%,5,-3,-8%,-1%

# Screening results deposited in PubChem BioAssay by National Center for Advancing Translational Sciences (NCATS).

# Outcome played no part in choosing rows; 1.6% or so of the library scored in one or more.
